Screening data (PubChem)
CAL PDZ FP-1 = untagged CAL PDZ binding inhibitors, primary screen, biochemical, fluorescence polarization, HTS; Golgi-associated PDZ and coiled-coil motif-containing protein (Homo sapiens), Q9HD26; purified CAL PDZ, TMR-peptide fluorescence polarization, 1 h; AID 602252, 2012; inhibition, % at 24.9 µM; 0.92% of 300,000 active;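 active = mean inhibition of at least 30% with at least half of replicates also reaching 30%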;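 also: 0% = DMSO neutral control and 100% = excess unlabeled competitor peptide PRC23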
CAL PDZ FP-2 = CAL PDZ peptide-binding inhibitors, primary screen, biochemical, fluorescence polarization, Cer-tagged CAL PDZ, HTS. inhibition, % at 20 µM. purified CAL PDZ, TMR-peptide fluorescence polarization, 1 h. 0.02% of 330,000 active. Golgi-associated PDZ and coiled-coil motif-containing protein (Homo sapiens), Q9HD26. AID 504414, 2011;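 active = highest replicate inhibition of at least 40%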;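 also: plate controls were DMSO neutral control wells for no effect and unlabeled competitor peptide control wells for full effect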
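System: purified tagged CAL PDZ domain construct (CerCALP). Schedule: 1 h incubation at room temperature before polarization reading. Medium: 25 mM sodium phosphate pH 7.4, 150 mM NaCl, TCEP, IgG, Thesit. Read-out: percent inhibition from loss of millipolarization. Measured by: FP readout, S and P plane fluorescence. Probe or stimulus: fluorescent TMR peptide probe.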
SR-BI DiI-HDL act = activators of SR-BI mediated DiI-HDL uptake, primary screen, ldlA[mSR-BI] CHO cells, DiI fluorescence; 3 h; 100 = double the neutral-control signal; activation, % at 12.5 µM; 0.096% of 320,000 active;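 active = mean replicate activation of at least 60% and every replicate at or above 60%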;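 also: 0% = median plate neutral-control signal and 100% = twice that signal; values of inactives mirror those of a sister screen read the other way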
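Test system: SR-BI-overexpressing, LDLR-lacking CHO cells; Medium: Ham's F12 with 0.5% BSA, HEPES 25 mM, pH 7.4; Schedule: 3 h, 37 °C; Technique: bottom-read fluorescence, 550/595 nm.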
cardiac RTF act = cardiac RTF calcium sensitivity activators, primary screen, biochemical, IANBD-TnC fluorescence, EC20 calcium | 0.24% of 340,000 active | activation, % at 7.2 µM | IANBD-labeled TnC RTF fluorescence at EC20 calcium; 0% EC20 calcium, 100% full calcium | Troponin I, cardiac muscle (Homo sapiens) + Troponin T, cardiac muscle (Homo sapiens) + …;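 active = activation above the mean over all tested compounds plus 3 SD, cut at about 30% in these data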;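 also: rise in fluorescence read as greater calcium sensitivity of cardiac thin filaments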
DAGLB inhibitor = DAGLB lipase inhibitors, primary screen, biochemical, fluorescence, HTS. Diacylglycerol lipase-beta (Homo sapiens), Q8NCG7. HEK293T DAGLB membrane lysate, EnzChek fluorogenic substrate. inhibition, % at 5.17 µM. 0.059% of 340,000 active. AID 504411, 2011; in the data active = inhibition above about 34%;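 also: 0% = enzyme with vehicle and 100% = wells lacking enzyme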
Target sequence (Q8NCG7 whole entry, looked up): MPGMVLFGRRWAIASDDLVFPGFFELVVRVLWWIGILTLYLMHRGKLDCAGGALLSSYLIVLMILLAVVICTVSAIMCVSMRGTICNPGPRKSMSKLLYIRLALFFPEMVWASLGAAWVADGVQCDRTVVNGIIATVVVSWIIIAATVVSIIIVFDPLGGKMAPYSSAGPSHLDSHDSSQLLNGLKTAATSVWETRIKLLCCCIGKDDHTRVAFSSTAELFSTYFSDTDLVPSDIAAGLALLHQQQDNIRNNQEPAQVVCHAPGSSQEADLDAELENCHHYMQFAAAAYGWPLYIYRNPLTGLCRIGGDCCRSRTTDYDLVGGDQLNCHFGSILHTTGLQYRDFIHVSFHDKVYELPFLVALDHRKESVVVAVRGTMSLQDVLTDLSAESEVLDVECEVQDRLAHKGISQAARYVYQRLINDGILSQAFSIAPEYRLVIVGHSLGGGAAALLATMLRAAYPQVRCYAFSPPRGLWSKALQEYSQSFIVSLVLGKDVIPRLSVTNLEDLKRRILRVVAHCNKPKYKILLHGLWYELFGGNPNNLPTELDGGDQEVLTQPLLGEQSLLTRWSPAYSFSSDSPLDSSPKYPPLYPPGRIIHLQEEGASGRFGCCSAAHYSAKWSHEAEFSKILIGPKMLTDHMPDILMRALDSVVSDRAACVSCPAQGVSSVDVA
LANA DNA inh = inhibitors of KSHV C-LANA binding to DNA, primary screen, biochemical, fluorescence polarization, FAM-LBS DNA, MBP-C-LANA, single point; 0.078% of 340,000 active; inhibition, % at 9 µM; AID 504423, 2011; Kaposi's sarcoma herpesvirus LANA C-terminal domain (residues 932-1162) DNA binding;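 active = highest replicate inhibition at or above 60% at 9 µM, even if other replicates fall short; inactive = all replicates below 60% inhibition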;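 also: 0% = neutral control wells and 100% = 4 µM acridine orange control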
Cardiac RTF inh = cardiac RTF calcium sensitivity inhibitors, primary screen, biochemical, IANBD-TnC fluorescence, EC70 calcium. Troponin I, cardiac muscle (Homo sapiens) + Troponin T, cardiac muscle (Homo sapiens) + …. IANBD-labeled cardiac RTF, Ca2+ fluorescence. inhibition, % at 7.15 µM. 0.12% of 340,000 active;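 active = inhibition above the mean inhibition of all tested compounds plus 3 SD, cut at about 17% in these data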;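 also: assay run at fixed EC70 calcium of 1.6 mM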
PKA-R2B act = activators of PKA-R2B holoenzyme, primary screen, biochemical, fluorescence polarization, Cy5-IP20, human | activation, % at 11.4 µM | 0.079% of 340,000 active | cAMP-dependent protein kinase catalytic subunit beta (Homo sapiens) + cAMP-dependent … | PKA-R2B holoenzyme dissociation; R2B truncated from residue 108, S112A mutant; 0% DMSO only, 100% 113 µM cGMP;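 active = activation above a cutoff set at the mean over all compounds plus 3 SD, cut at about 18% in these data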;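 also: higher means more holoenzyme dissociation and a rise in polarization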
Keap1 Nrf2 FP = Keap1-Nrf2 protein-protein interaction inhibitors, primary screen, biochemical, fluorescence polarization, single point. Kelch-like ECH-associated protein 1 (Homo sapiens), Q14145. Keap1 Kelch-Nrf2 peptide fluorescence polarization, 1536-well. inhibition, % at 9.4 µM. 0.15% of 340,000 active; in the data active = inhibition above about 12%;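 also: human Keap1 Kelch domain with fluorescein labeled Nrf2 9mer peptide probe; 0% = neutral control wells and 100% = peptide positive control; higher means more block of Keap1 binding to Nrf2 peptide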
Rtt109 HAT inh = inhibitors of C. albicans Rtt109/Vps75 HAT, primary screen, biochemical, ThioGlo CoA-SH fluorescence, plate reader; AID 540336, 2011; Histone acetyltransferase RTT109 (Candida albicans (strain SC5314 / ATCC MYA-2876)), …; inhibition, % at 34.9 µM; 0.16% of 330,000 active; purified Rtt109/Vps75, 4 h;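 active = inhibition of at least 50% in every replicate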
Target sequence (Q5AAJ8 whole entry, looked up): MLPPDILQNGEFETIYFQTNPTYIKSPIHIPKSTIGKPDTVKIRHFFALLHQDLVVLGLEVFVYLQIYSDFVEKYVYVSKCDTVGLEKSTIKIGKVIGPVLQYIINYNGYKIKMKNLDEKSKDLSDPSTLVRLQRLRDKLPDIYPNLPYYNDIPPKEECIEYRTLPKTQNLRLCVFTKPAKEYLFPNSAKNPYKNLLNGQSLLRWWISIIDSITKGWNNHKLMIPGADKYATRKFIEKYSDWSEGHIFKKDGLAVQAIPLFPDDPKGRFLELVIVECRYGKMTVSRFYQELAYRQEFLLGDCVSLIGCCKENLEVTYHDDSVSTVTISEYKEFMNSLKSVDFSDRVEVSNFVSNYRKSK
* marks the source's active call; other numbers are inactive results; · = no result given.

nr	Molecule	CAL PDZ FP-1	CAL PDZ FP-2	SR-BI DiI-HDL act	cardiac RTF act	DAGLB inhibitor
1	CCN(C(=O)CSc1nc2ccccc2c(=O)n1-c1cccc(C)c1)C1CCS(=O)(=O)C1 (stereo not given)	4	-0.6	7	-1	0
2	CCCCCn1nc(C(=O)OCc2nc(N)nc(Nc3ccccc3)n2)c2ccccc2c1=O	5	-1.5	-38	-3	0
3	Cn1cnc(S(=O)(=O)NCc2ccc(Br)cc2)c1	-2	-2.1	14	4	2
4	COC(=O)CSc1nc(N)c(C#N)c(-c2ccc(O)cc2)c1C#N	3	-4.2	·	-4	-1
5	Cc1ccc(Cn2ccc(NC(=O)c3cc4nc(-c5ccco5)cc(C(F)(F)F)n4n3)n2)cc1	0	-2.0	·	7	1
6	O=C(Cc1ccc(S(=O)(=O)N2CCOCC2)s1)N1CCN(S(=O)(=O)c2cccc(Cl)c2)CC1	-3	-1.9	-14	2	2
7	O=C(NCc1ccccc1)N(Cc1cc2cc3c(cc2[nH]c1=O)OCCO3)CC1CCCO1 (stereo not given)	-5	-1.1	20	5	9
8	CCOc1ccc(/C=C/C(=O)OCC(=O)c2ccccc2OC)cc1OC	2	-1.2	-59	-10	-6
9	COc1ccc(CC2(CO)CCN(Cc3ccc(OC(F)(F)F)cc3)CC2)cc1	0	-0.9	10	1	-2
10	O=C(CN1CCOCC1)c1c[nH]c2ccccc12	-3	0.7	12	4	-1

nr	LANA DNA inh	Cardiac RTF inh	PKA-R2B act	Keap1 Nrf2 FP	Rtt109 HAT inh
1	-0.4	-2	-10	-6	12
2	-0.7	-3	-9	3	6
3	1.4	-1	-4	-3	2
4	-0.3	-8	-7	-3	0
5	1.7	-19	10	-9	2
6	-0.1	-6	-16	-5	9
7	-0.1	-8	8	-3	-4
8	-0.2	9	-3	-1	-1
9	-2.2	5	1	-1	1
10	0.8	-4	4	2	2

Next structures:
nr	Molecule	CAL PDZ FP-1	CAL PDZ FP-2	SR-BI DiI-HDL act	cardiac RTF act	DAGLB inhibitor
11	CCc1cc2cc3c(cc2nc1SCC(=O)Nc1c[nH]c(=O)[nH]c1=O)OCO3	-4	-0.2	·	1	1
12	Cc1cc(NC(=O)C(C)SCC(=O)OCC(=O)N(C)c2ccccc2)no1 (stereo not given)	6	-1.4	6	3	1
13	Cc1ccc(C)c(C(=O)COC(=O)c2cccc(N3C(=O)c4c(C)nc5ccccc5c4C3=O)c2)c1	0	-0.5	0	1	0
14	Cc1cc(C(N)=O)c2ccccc2n1	-11	-2.9	15	8	0
15	CCOc1ccc(N=Cc2ccc3ccccc3c2)cc1	·	0.8	-6	5	0
16	O=C(Nc1ccc(F)cc1)NC1CCN(Cc2ccccc2)CC1	-3	-1.7	29	6	-1
17	O=S(=O)(c1ccccc1)c1ccc(C(F)(F)F)cn1	-4	0.7	11	9	4
18	CCCNC1=CC(=O)CC(C)(C)C1	-2	-0.4	-22	-2	-1
19	O=C(CCn1cccc1)NCc1ccc(Cl)cc1	-2	-0.4	3	7	-1
20	Nc1cc(=O)[nH]c(=O)n1CCCc1ccccc1	39*	-1.0	7	4	-1

nr	LANA DNA inh	Cardiac RTF inh	PKA-R2B act	Keap1 Nrf2 FP	Rtt109 HAT inh
11	-0.1	5	4	-2	2
12	0.6	-25	-13	-4	0
13	0.6	8	-9	0	-2
14	-0.8	-11	-1	6	·
15	-0.4	-5	-5	1	2
16	1.2	2	5	-3	11
17	0.1	-10	14	2	2
18	-0.1	-5	-1	4	2
19	-0.6	-1	2	-1	-7
20	-3.3	-6	8	-1	-6

Additional results:
nr	Molecule	CAL PDZ FP-1	CAL PDZ FP-2	SR-BI DiI-HDL act	cardiac RTF act	DAGLB inhibitor
21	CCn1c(SCC(=O)N2CCCC(C)C2)nnc1-c1ccco1 (stereo not given)	-3	-2.4	·	-2	0
22	COc1ccc(C)cc1NC(=O)N1CCCc2ccccc21	-1	-2.8	-28	-5	-4
23	COc1ccc(CC(NC(C)=O)C(=O)N2CCN(C(=O)Nc3cccc(F)c3)CC2)cc1OC (stereo not given)	0	-1.6	-6	-3	2
24	CN1CCN(Cc2c(C(=O)N/N=C/c3cccc(Br)c3)nnn2-c2nonc2N)CC1	0	-2.3	19	7	0
25	C=CCNC(=O)C1CC(=O)N(c2ccc(OCC(=O)Nc3cccc(OC)c3)cc2)C1 (stereo not given)	-1	-2.3	·	2	-1
26	O=C1OCCC1Sc1nnc(-c2ccc(Cl)cc2Cl)o1 (stereo not given)	-1	-0.3	16	6	-1
27	COC(Cn1c(-c2cccc(S(=O)(=O)N(C)C)c2)n[nH]c1=S)OC	-4	-0.1	13	-2	-1
28	C#CCSc1nnc(-c2ccc(O)cc2)o1	-10	-0.6	30	3	-1
29	CCc1ccccc1S(=O)(=O)Cc1ccc(C(=O)NCc2ccc3c(c2)OCO3)o1	·	-0.5	-7	3	2
30	N#Cc1ccc(CN2CCN(C(=O)CN3C(=O)NC4(CCCC4)C3=O)CC2)cc1	-19	-2.1	30	-7	2

nr	LANA DNA inh	Cardiac RTF inh	PKA-R2B act	Keap1 Nrf2 FP	Rtt109 HAT inh
21	-0.1	-17	5	2	3
22	-0.1	10	2	-5	·
23	0.6	-15	-2	1	-1
24	0.6	-3	-4	-4	-4
25	0.8	1	-4	-6	-5
26	-0.5	-1	-2	-4	1
27	0.5	-14	0	-3	-2
28	-1.2	0	4	-3	5
29	0.1	-4	-7	-7	1
30	1.3	6	-4	9	15

Overlap with the part before: five compounds; new compounds follow.
nr	Molecule	CAL PDZ FP-1	CAL PDZ FP-2	SR-BI DiI-HDL act	cardiac RTF act	DAGLB inhibitor
26	O=C1OCCC1Sc1nnc(-c2ccc(Cl)cc2Cl)o1 (stereo not given)	-1	-0.3	16	6	-1
27	COC(Cn1c(-c2cccc(S(=O)(=O)N(C)C)c2)n[nH]c1=S)OC	-4	-0.1	13	-2	-1
28	C#CCSc1nnc(-c2ccc(O)cc2)o1	-10	-0.6	30	3	-1
29	CCc1ccccc1S(=O)(=O)Cc1ccc(C(=O)NCc2ccc3c(c2)OCO3)o1	·	-0.5	-7	3	2
30	N#Cc1ccc(CN2CCN(C(=O)CN3C(=O)NC4(CCCC4)C3=O)CC2)cc1	-19	-2.1	30	-7	2
31	CCOC(=O)COc1ccc2cc(C(=O)OCC)c(=O)oc2c1	0	-1.0	14	-7	0
32	O=C(CC1C(=O)NCCN1CC1CCCCC1)NCc1ccc(Cl)cc1 (stereo not given)	-1	-2.9	4	2	2
33	c1ccc(-c2cc(-c3ccncc3)nc3ccc4ccccc4c23)cc1	-3	-3.1	-39	0	-2
34	O=C(Nc1ccccc1N1CCCC1)c1ccc([N+](=O)[O-])o1	-4	-1.5	·	-2	0
35	NC(=O)c1ccc(NC(=O)COC(=O)c2ccc(Cl)nc2)cc1	·	0.8	-3	4	2
36	CCc1ccc(NC(=O)C2C3CCC(O3)C2C(=O)O)cc1 (stereo not given)	-2	-1.4	-11	-4	2
37	COc1cccc(-c2ccc3nnc(SCC(=O)N4CCCC4)n3n2)c1	·	-0.6	-5	-1	3
38	CCSc1ccccc1C(=O)NCc1cccnc1	·	-1.7	15	2	-1
39	O=C(N/C(=C/C=C/c1ccccc1)C(=O)N1CCOCC1)c1ccccc1Br	1	-0.5	13	-4	2
40	Cc1ccc(S(=O)(=O)Cn2nnnc2C(c2ccccn2)N2CCN(c3ccccc3)CC2)cc1 (stereo not given)	-2	-2.0	13	1	-2

nr	LANA DNA inh	Cardiac RTF inh	PKA-R2B act	Keap1 Nrf2 FP	Rtt109 HAT inh
26	-0.5	-1	-2	-4	1
27	0.5	-14	0	-3	-2
28	-1.2	0	4	-3	5
29	0.1	-4	-7	-7	1
30	1.3	6	-4	9	15
31	1.1	-4	4	-2	-7
32	1.3	-1	-3	-2	2
33	0.2	-13	-2	-1	1
34	2.0	-1	4	-5	-2
35	-0.1	-6	1	-4	-4
36	-2.1	-1	-7	-4	2
37	0.7	1	-5	3	-2
38	0.6	-5	-12	0	-2
39	-0.7	-7	-6	0	0
40	0.0	5	-7	-4	36

Further entries:
nr	Molecule	CAL PDZ FP-1	CAL PDZ FP-2	SR-BI DiI-HDL act	cardiac RTF act	DAGLB inhibitor
41	O=C(NC(=S)Nc1ccc(Oc2ccccc2)cc1)c1ccc(Cl)cc1	0	-2.2	-2	-1	-15
42	Cc1[nH]nc2c1C1(CCOCC1)C(C#N)=C(N)O2	·	-0.2	-1	0	-4
43	COCc1c(Br)c(C)nc(OCC(=O)N/N=C/c2ccc(C)o2)c1C#N	·	-0.1	-17	5	-2
44	COc1ccc(C(=O)Nc2cccc(C(=O)N3CCN(C)CC3)c2)cc1	-9	-0.3	-9	1	0
45	Cn1cccc1Cc1nnc(SCC(=O)N2CCN(c3ccccc3)CC2)n1-c1ccc(F)cc1	·	-3.3	-13	3	2
46	CCN(CC)c1ccc(CN(C(=O)c2ccco2)C2CCS(=O)(=O)C2)cc1 (stereo not given)	·	-1.0	7	1	2
47	O=C(C1=C(O)C(=O)N(CCCN2CCOCC2)C1c1ccccn1)c1cc2ccccc2o1 (stereo not given)	0	-3.9	14	0	2
48	COC(=O)c1c(C)[nH]c(C(=O)OCC(=O)NC(C)(C)C)c1C	0	-1.6	26	-3	-2
49	COc1cc2cc(CN(CCCN3CCOCC3)C(=O)Nc3ccccc3F)c(=O)[nH]c2cc1OC	·	-2.0	-7	8	1

nr	LANA DNA inh	Cardiac RTF inh	PKA-R2B act	Keap1 Nrf2 FP	Rtt109 HAT inh
41	-0.8	-22	-6	-6	55*
42	-0.8	-1	1	-5	0
43	-0.7	-2	-12	-2	-6
44	0.3	-3	-3	-1	0
45	0.9	-17	6	3	-6
46	-1.1	-3	-4	0	7
47	-1.6	-2	-2	-4	·
48	1.5	4	-13	-2	-3
49	0.8	5	-10	-7	1
